# Compound activity as filed in PubChem.
# BAP1 block: blocks human BAP1 ubiquitin-AMC hydrolysis; Q92560; recombinant BAP1, Ub-AMC hydrolysis fluorescence kinetic; hits give low values; activity remaining (% of control), % at 20 µM; 0.48% of 72,000 active; AID 436;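 active = activity remaining at or below 50% of control, provided the compound also passes the data quality filters; inactive = the rest, including low values that fail the filters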;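 also: 100% = DMSO wells rate and 0% = substrate alone blank rate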
# HePTP inh: inhibitors of human HePTP phosphatase | P35236 | recombinant HePTP phosphatase activity, OD absorbance | inhibition, % at 20 µM | 0.64% of 110,000 active; in the data active = inhibition above about 50%;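 also: plate controls were vehicle for no effect and reference inhibitor for full effect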
# Target sequence (P35236 whole entry, looked up): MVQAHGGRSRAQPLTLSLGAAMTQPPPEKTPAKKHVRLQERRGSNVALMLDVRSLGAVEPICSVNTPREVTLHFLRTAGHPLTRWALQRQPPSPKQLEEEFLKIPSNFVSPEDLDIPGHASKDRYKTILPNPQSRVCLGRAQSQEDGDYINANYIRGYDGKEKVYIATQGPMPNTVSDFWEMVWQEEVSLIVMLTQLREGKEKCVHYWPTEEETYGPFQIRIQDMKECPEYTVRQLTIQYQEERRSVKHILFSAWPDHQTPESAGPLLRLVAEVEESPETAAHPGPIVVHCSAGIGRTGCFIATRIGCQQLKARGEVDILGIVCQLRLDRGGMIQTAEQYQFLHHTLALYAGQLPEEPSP
# The depositor's hits bear a star; / = no result given; & = joins results of further samples.
nr	compound	BAP1 block	HePTP inh
1	CC12CCCCC1C2C(=O)N/N=C\c1ccc(-c2ccc(C(=O)O)cc2)o1 (centres undefined)	/	-8
2	O=C1CCCCCN1C(=O)c1cccc(C(=O)N2CCCCCC2=O)c1	93	1
3	O=C1C2C3C=CC(C3)C2C(=O)N1/N=C/c1ccc(-c2ccccc2[N+](=O)[O-])o1 (centres undefined)	/	6
4	Cc1ccc(NS(=O)(=O)c2cn(C)cn2)cc1	115	11
5	Cc1sc2nc(C)n(CCO)c(=O)c2c1C	/	2
6	COc1ccc(N2C(=O)NC(=O)/C(=C/c3cc(Br)c(OCCOc4ccccc4OC)c(OC)c3)C2=O)cc1	/	-9
7	O=C(NCCc1ccccc1)c1nn2c(c1Br)NC(c1ccccc1)CC2C(F)(F)F (centres undefined)	/	7
8	CC(C)OC(=O)c1cc(NC(=O)C2C3CCC(O3)C2C(=O)O)cc(C(=O)OC(C)C)c1 (centres undefined)	96	12
9	COc1ccc(C)cc1-n1nnnc1SCC1CCCCO1 (centres undefined)	107	1
10	COC(C(=O)NNC(=O)c1ccccc1Cl)c1ccccc1 (centres undefined)	/	1
11	COC(=O)c1cc(-c2cccs2)nc2ccc(Br)cc12	/	-11
12	Cc1cc(C)nc(NS(=O)(=O)c2ccc(Br)s2)c1	100	9
13	COc1ccc(C2=C(O)C(C)N(c3ccccc3)C2=N)cc1OC (centres undefined)	98	6
14	COc1ccc(CCCc2nnc(SCC(=O)Nc3nc(C)cs3)n2C)cc1	67	7
15	Cc1cc(C)c2c(N)c(C(=O)N3CCN(c4ncccn4)CC3)sc2n1	68	5
16	CCCn1c(-c2ccc(OC)cc2)nc2nc3ccccc3nc21	/	0
17	COc1ccc(S(=O)(=O)N2Cc3ccccc3CC2C(=O)Nc2nccs2)cc1OC (centres undefined)	124	-6
18	Cc1ccc[n+](CC(=O)c2ccc(Cl)cc2)c1C	57	6
19	CC(=O)C1=C(Nc2ccc(Br)cc2)CC(C)(O)C(C(C)=O)C1c1ccc(Cl)cc1 (centres undefined)	/	4
20	O=C(O)c1ccc(/C=N/N2CCN(Cc3ccc(Cl)cc3)CC2)cc1	/	0
21	CCOC(=O)c1ccc(NS(=O)(=O)c2cc(-c3nnnn3C)ccc2OC)cc1	/	3
22	CCOc1cc(/C=C2\C(=O)N(c3ccc(S(N)(=O)=O)cc3)N=C2C)ccc1O	/	-10
23	COc1cc(C)cc2oc(=O)cc(C)c12	/	-7
24	CCOC(=O)c1c(C)sc(Sc2ccc(Br)cc2[N+](=O)[O-])c1OC	/	-2
25	COc1ccccc1-c1c(C(F)(F)F)oc2c(CN3CCC(C)CC3)c(O)ccc2c1=O	/	8
26	CC(C)C(c1nnnn1C1CCCC1)N1CCc2ccccc21 (centres undefined)	87	12
27	COc1ccc(-c2c(C#N)c(N)nc3c2CCCCC3)cc1OC	/	7
28	CCCN1CCC(=NNC(=O)c2ccc(O)cc2)CC1	/	-10
29	C/C(=N\NS(=O)(=O)c1ccccc1)c1ccc(I)cc1	/	1
30	N#Cc1cc2c(nc1SCC(=O)N1CCCCC1)CCCCC2	132	4

# Rewritten with values ahead of the structure: part of the list above
No. | BAP1 block | HePTP inh | compound
11 | / | -11 | COC(=O)c1cc(-c2cccs2)nc2ccc(Br)cc12
12 | 100 | 9 | Cc1cc(C)nc(NS(=O)(=O)c2ccc(Br)s2)c1
13 | 98 | 6 | COc1ccc(C2=C(O)C(C)N(c3ccccc3)C2=N)cc1OC (centres undefined)
14 | 67 | 7 | COc1ccc(CCCc2nnc(SCC(=O)Nc3nc(C)cs3)n2C)cc1
15 | 68 | 5 | Cc1cc(C)c2c(N)c(C(=O)N3CCN(c4ncccn4)CC3)sc2n1
16 | / | 0 | CCCn1c(-c2ccc(OC)cc2)nc2nc3ccccc3nc21
17 | 124 | -6 | COc1ccc(S(=O)(=O)N2Cc3ccccc3CC2C(=O)Nc2nccs2)cc1OC (centres undefined)
18 | 57 | 6 | Cc1ccc[n+](CC(=O)c2ccc(Cl)cc2)c1C
19 | / | 4 | CC(=O)C1=C(Nc2ccc(Br)cc2)CC(C)(O)C(C(C)=O)C1c1ccc(Cl)cc1 (centres undefined)
20 | / | 0 | O=C(O)c1ccc(/C=N/N2CCN(Cc3ccc(Cl)cc3)CC2)cc1
21 | / | 3 | CCOC(=O)c1ccc(NS(=O)(=O)c2cc(-c3nnnn3C)ccc2OC)cc1
22 | / | -10 | CCOc1cc(/C=C2\C(=O)N(c3ccc(S(N)(=O)=O)cc3)N=C2C)ccc1O
23 | / | -7 | COc1cc(C)cc2oc(=O)cc(C)c12
24 | / | -2 | CCOC(=O)c1c(C)sc(Sc2ccc(Br)cc2[N+](=O)[O-])c1OC
25 | / | 8 | COc1ccccc1-c1c(C(F)(F)F)oc2c(CN3CCC(C)CC3)c(O)ccc2c1=O
26 | 87 | 12 | CC(C)C(c1nnnn1C1CCCC1)N1CCc2ccccc21 (centres undefined)
27 | / | 7 | COc1ccc(-c2c(C#N)c(N)nc3c2CCCCC3)cc1OC
28 | / | -10 | CCCN1CCC(=NNC(=O)c2ccc(O)cc2)CC1
29 | / | 1 | C/C(=N\NS(=O)(=O)c1ccccc1)c1ccc(I)cc1
30 | 132 | 4 | N#Cc1cc2c(nc1SCC(=O)N1CCCCC1)CCCCC2

# Further results follow:
nr	compound	BAP1 block	HePTP inh
31	COc1ccc(C(C)(C#N)CC#N)cc1 (centres undefined)	/	-1
32	CCOc1ccc(N=C(NC#N)SCC(=O)NC2CC2)cc1	56	4
33	CCN1CCn2c3c(c4cc(Br)ccc42)CCCC31 (centres undefined)	75	6&-8&-9
34	CCCN1CCN(CCCNC(=O)Cn2cc3c(n2)CCCC3)CC1	94	0
35	CCn1c(=O)c2ccccc2n2c(SCC(=O)NCc3cccs3)nnc12	99	-8
36	N#Cc1nc(-c2ccco2)oc1NCc1ccc(F)cc1	122	3
37	Cc1ccc(N2C(=O)CC(N3CCN(c4ccc([N+](=O)[O-])cc4)CC3)C2=O)c(C)c1 (centres undefined)	/	-5
38	N/C(Cc1ccc([N+](=O)[O-])cc1)=N\OC(=O)COc1ccc(Br)cc1	/	8
39	CCOC(=O)N1CCC(Nc2c(-c3ccc(C)c(C)c3)c(=O)c2=O)CC1	77	0
40	O=C(O)c1cccc(NC(=O)c2cc(S(=O)(=O)NCc3ccccc3)ccc2Cl)c1	/	-7
41	CCOc1cc(C)c(S(=O)(=O)N2CCCC2)cc1C	65	-6
42	CN(C)c1ccc(/C=C(\NC(=O)c2ccccc2)C(=O)NCc2ccncc2)cc1	/	-14
43	Cc1ccc(C(NC(=O)C(C)C)c2ccc3cccnc3c2O)cc1 (centres undefined)	82	/
44	COC(=O)c1ccccc1NC(=O)c1cc2nc(-c3cccs3)cc(C(F)(F)F)n2n1	76	8
45	O=S(=O)(NC(=NC1CCCC1)C(F)(F)F)c1ccccc1	107	3
46	O=C(CN1CCC(n2nnc3cc(F)ccc32)CC1)N1CCc2ccccc2C1	99	7
47	COc1ccc(OC)c(C2C(C(N)=O)=C(C)Nc3nc(CCCO)nn32)c1 (centres undefined)	93	0
48	COc1ccccc1NC(=O)CSc1nnc(Cn2cnc3ccccc32)n1C	107	4
49	CS(=O)(=O)N(Cc1ccc(C(=O)NCCSCc2ccccc2Cl)cc1)c1ccccc1	/	-1
50	O=C(O)c1ccc2noc(-c3ccccc3)c2c1	71	13
51	S=c1nc(-c2ccccc2)n(CCCn2ccnc2)c2c1CCCC2	73	5
52	CCCCSc1nc2cc(C)ccc2n1C	/	9
53	Cc1cc(C(=O)Nc2c(F)cc(F)cc2Br)no1	155	10
54	O=S(=O)(NCc1ccco1)N1CCOCC1	107	-11
55	CCC12CN3CC(CC)(CN(C1)C3c1c(O)ccc3ccccc13)C2=O (centres undefined)	69	5
56	COc1cc(OC)c(OC)cc1CN1CCN(C2C3CC4CC(C3)CC2C4)CC1 (centres undefined)	/	1
57	Cc1cc2c(cc1C)NC(=O)CC(C(F)(F)F)=N2	/	0
58	COCCN1Cc2cccc(C(=O)Nc3c(C)cccc3C)c2C1=O	106	6
59	Cc1cc(/C=N/NC(=O)CC#N)c(C)n1-c1ccc(Cl)cc1	/	5
60	Cn1c(=O)c2c(ncn2Cc2ccc(Cl)c(Cl)c2)n(C)c1=O	94	15
61	O=C(CSc1nc2sc3c(c2c(=O)n1-c1ccc(Cl)cc1)CCCC3)c1ccccc1	/	-2
62	CC(Cc1ccccc1)NC(=O)C1COc2ccccc2O1 (centres undefined)	/	6
63	CN(C)c1ccc(C(c2ccc(N(C)C)cc2)(c2ccc(N(C)C)cc2)C(F)(F)F)cc1	/	6
64	CCN1CCN(C(=O)CN(c2cc(OC)ccc2OC)S(C)(=O)=O)CC1	120	8
65	COc1ccc(/C=N/n2c(C)nnc2C)c(OC)c1OC	86	3&4
66	COc1cc(/C=N/O)ccc1OCc1ccc(Cl)cc1	/	6
67	Cc1c(Cl)cccc1NC(=O)CSc1nnc(CCNC(=O)OC(C)(C)C)o1	62	-8
68	O=C(NNC(=S)Nc1ccccc1)c1cccnc1	/	-21
69	COc1ccc(-c2nnn(CC(=O)c3ccc4c(c3)OCCO4)n2)cc1OC	86	8
70	CCc1ccc(NC(=O)C2COc3ccccc3O2)cc1 (centres undefined)	62	3
71	CC(=O)NC12CC3(C)CC(C)(C1)CC(NC(C)=O)(C3)C2	/	2
72	O=C(NC(Cc1ccccc1)C(=O)OCC(=O)N1CCc2ccccc21)c1ccco1 (centres undefined)	104	/
73	O=C(NCc1ccc(F)cc1)c1ccc(CS(=O)(=O)Cc2ccccc2F)o1	87	8
74	O=C(NCCSCc1ccco1)c1ccc(CN2CCOCC2)cc1	/	-8
75	N#Cc1c(NC(=O)Cn2c(=O)oc3ccccc32)oc(-c2ccccc2)c1-c1ccccc1	/	7
76	Cn1c(Cc2ccc3c(c2)OCO3)nnc1SCC(=O)N1CCc2ccccc2C1	102	-4
77	Cc1cccc(NC(=O)COc2ccccc2)n1	/	-11
78	CCCn1c(SCC(=O)c2cc(OC)ccc2OC)nc2c1c(=O)n(C)c(=O)n2C	177	4
79	O=C(O)c1ccc(-n2nc(C(F)(F)F)c3c2-c2ccoc2CC3)cc1	68	0
80	CN(C)N1C(=O)c2ccc3c4c(ccc(c24)C1=O)CC3	/	10
81	CC(C)(C)NC(=S)NC12CC3CC(CC(C3)C1)C2	/	0
82	CCOC(=O)C1=C(c2ccccc2)Nc2nc(C)nn2C1c1cccc(OC)c1OC (centres undefined)	98	-6
83	CCCC(c1nnnn1C(C)(C)CC)N1CCN(C2CCCC2)CC1 (centres undefined)	113	2
84	O=C(N=Nc1c(O)n(Cc2ccccc2)c2ccccc12)c1ccc2ccccc2n1	/	14
85	CC(C)C[C@H](NC(=O)NCCc1ccc(Cl)cc1)C(=O)O	79	1
86	CN1CCOCCOCCN(C)C(=O)N2CCOCCOCCN(CCOCC2)C1=O	/	0
87	COc1cccc(C(=O)Nc2ccc(Br)cn2)c1	/	7
88	O=S(=O)(Cc1ccc(Cl)cc1)NCC1CCCO1 (centres undefined)	89	6
89	COC(=O)C1(CC(=O)C(C)(C)C)NN=C(c2ccccc2)S1 (centres undefined)	/	8
90	O=C(CSc1nnc(Cc2cc(=O)[nH]c(=O)[nH]2)n1-c1ccc(F)cc1)NC1CCCC1	95	5

# Additional records:
nr	compound	BAP1 block	HePTP inh
91	c1ccc(-n2cnnc2SCc2cn3ccccc3n2)cc1	/	6
92	CC1CCN(C2=NC(=O)/C(=C/c3cccc4ccccc34)S2)CC1	/	-12
93	Cc1cc2c(s1)c1cnn(Cc3ccccc3F)c(=O)c1n2C	101	-3
94	Nn1c(SCC(=O)Nc2ccc(F)c(F)c2)nnc1C1CCCCC1	102	6
95	COc1cc2c(cc1OC)C1(NCC2)C(=O)Nc2ccccc21 (centres undefined)	115	10
96	COCCOC(=O)C1=C(C)NC2=C(C(=O)CC(C)(C)C2)C1c1cc2c(cc1Br)OCO2 (centres undefined)	76	-4
97	Cc1ccc(S(=O)(=O)NCc2nc3ccccc3[nH]2)cc1	84	9
98	O=C(c1ccccc1Cl)N1N=C(c2ccc(Cl)cc2)CC1(O)C(F)(F)F (centres undefined)	/	4
99	COc1cc(OC)c(NC(=O)Cn2cccc2)cc1Cl	89	-3
100	COCCNC(=O)c1cc2n(n1)C(C(F)(F)F)CC(c1ccc(Cl)cc1)N2 (centres undefined)	94	/
101	O=C(CCc1nc2ccccc2c(=O)[nH]1)OCc1nnc(-c2ccccc2)o1	97	4
